Screens deposited in PubChem BioAssay by National Center for Advancing Translational Sciences (NCATS).
IkB sig inh: suppresses IkB signaling in ABC-DLBCL reporter cells. ABC-DLBCL IkBa-CBG/CBR dual luciferase ratio, 4 h; response scale: scaled: untreated 0%, proteasome inhibitor 100%. Potency, µM (highest dose often 57.1 µM), for the others: top-dose IkBa stabilization activation. 0.04% of 110,000 active; active = well fitted curve in the direction sought with a large enough effect in the signal ratio, not every such curve was filed as active; inconclusive = small, poorly fitted or top-dose-only effect, or a change in a side signal; the % refers to the signal ratio;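 also: the direction sought is a rising ratio; 0% = basal untreated cells and 100% = reference inhibitor full response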
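Curves were fitted separately to fusion (green), unfused (red) and ratio luminescence, then classed by r2, magnitude and activity. Cells: OCI-Ly3, 4 h compound plus doxycycline at 37C; 10 uM MG-132 defined full response.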
p53ts 39C tox: kills p53ts cells at the nonpermissive temperature | H1299-p53A138V viability at 39C, ATP luminescence, 24 h | Potency, µM (top dose mostly 46.1 µM), inactives show at the highest dose activity change, negative = cell killing, hits mostly cytotoxic | 1.5% of 130,000 active | AID 902; also: nearly all actives have a fitted effect of over 55% in size
p53ts 32C tox: cytotoxicity in p53ts cells at permissive temperature | H1299-p53A138V at 32C, ATP luminescence viability, 24 h | Potency, µM (highest dose often 46.1 µM), for inactives: top-dose activity change, negative = cytotoxicity, actives largely listed as cytotoxic | 0.93% of 130,000 active | AID 924;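 also: 0% = DMSO and -100% = full killing by reference compound; nearly all actives have a fitted effect of over 55% in size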
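Cells: H1299 p53ts (A138V), 600/well, pre-incubated 16–30 h at 37C. Cpd up to 46 uM, 24 h, 32C. Readout: ATPlite luminescence, 20 min RT. Normalization: DMSO vs tamoxifen 100 uM. AC50 by Hill equation.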
Peg3 imprint: inducers of genomic imprint erasure in mouse ES cells | mouse ES Peg3-LacZ reporter, beta-gal luminescence, 40 h | Potency, µM (doses to about 60.7 µM), without a hit: at the top dose activity change, positive = activation, hits mostly activators | 0.02% of 110,000 active;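 also: 0% = negative control wells on the plate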
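Gelatin-coated wells received 300 freshly trypsinized female ES cells with a Peg3LacZ-Neo reporter on the maternal allele, then incubated 40 hours at 37C. BetaGlo was added for 5 minutes at room temperature before a single luminescence read.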
* marks the source's active call; other numbers are inactive results; ? = inconclusive; . = no result given; [ ] = dose if it differs, or a comment. Unless noted, calls follow the shape of the dose curve; as a rule, active = well fitted curve in the direction sought with a large enough effect; inconclusive = small, poorly fitted or top-dose-only effect, or another doubt; inactive = no such curve, though single readings can be large; an effect the other way counts as inactive or inconclusive. Unless noted, % is scaled to controls: 0 for no effect and ±100 for the full control effect; potency is read from the fitted curve at half-maximal effect.

no.	SMILES	IkB sig inh	Peg3 imprint	p53ts 39C tox	p53ts 32C tox
1	Cc1ccc(-n2ncc3c(NCC4CCCO4)ncnc32)c(C)c1 (centres undefined)	-7.0%	14%	4%	2%
2	COCCCn1c(=O)c2sccc2n2c(CCCC(=O)Nc3ccc(F)c(F)c3)nnc12	-4.5%	9%[10.9 µM]	-1%	-3%
3	Cc1cc(C)c(Cn2c(CCNC(=O)c3ccco3)nc3ccccc32)c(C)c1	?	-4%[10.9 µM]	0%	2%
4	CCc1nc(SCC(=O)N2CCCc3ccccc32)c2c(=O)n(C)c(=O)n(C)c2n1	0.4%	-8%	25%	-2%
5	Cc1nnc(Sc2nc3ccccc3o2)c2ccccc12	?	-42%[inhibitor]	3%	-5%
6	CC(=O)SCC[N+](C)(C)C	-0.2%	-13%	8%	-5%
7	Cc1[nH]c2ccccc2c(=O)c1CN(C)Cc1ccccc1	?	-14%	6%	-3%
8	COc1ccc(C2/C(=C(/O)c3ccccc3)C(=O)C(=O)N2CC(C)O)c(OC)c1 (centres undefined)	-1.9%	-2%	-4%	-10%
9	Fc1ccc(N2CCN(c3ncnc4onc(-c5ccc(Cl)cc5)c34)CC2)cc1	-1.2%	-13%[10.9 µM]	-6%	2%
10	COc1cc(CN/C(C)=C(\C#N)C(N)=O)cc(OC)c1OC	-0.5%	2%	4%	-7%
11	O=C1NC(=O)c2cc([N+](=O)[O-])ccc21	3.7%	-4%	14%	4%[1.84 µM]
12	Cc1cccn2c(=O)c3cc(C(=O)N4CCCc5ccccc54)n(C)c3nc12	-0.5%	?	-8%	-2%
13	CC(=O)OC[C@@H]1O[C@@H](O/N=C2/C[C@@H](O)[C@@H](O)[C@@H]3[C@@H]4C(=O)N(C[C@@H]5CCCO5)C(=O)[C@H]4CC[C@H]23)[C@H](OC(C)=O)[C@H](OC(C)=O)[C@@H]1OC(C)=O	.	.	6%[9.22 µM]	7%[9.22 µM]
14	Cc1ccc(OCC(=O)Nc2ccc(S(=O)(=O)Nc3onc(C)c3C)cc2)cc1	2.8%	-6%	5%	-5%
15	Cc1ccc(-c2c3c(=O)n(C)c(=O)n(C)c3cn2N2CCOCC2)cc1	-1.6%	-4%	2%	3%
16	COc1cccc(N2CCN(C(=O)c3cnn(C(C)(C)C)c3C3CCN(C(=O)OC(C)(C)C)CC3)CC2)c1	?	-4%[10.9 µM]	4%	-8%
17	CC1CC(C)CN(CCC(=O)Nc2cccc(Cl)c2)C1 (centres undefined)	-0.3%	-8%	-5%	-10%
18	COc1ccc(-c2cc(C(F)(F)F)nc(SCC(=O)N3CCCCC3)n2)cc1	-2.7%	-2%[10.9 µM]	0%	1%
19	CCn1c(SCC(=O)Nc2cc3oc4ccccc4c3cc2OC)nnc1-c1cccs1	-1.8%	5%	-6%	-4%
20	COc1ccc(N2Cc3cccc(C(=O)Nc4ccc(C)c(C)c4)c3C2=O)cc1	0.9%	-2%[10.9 µM]	?	-2%
21	O=C1OCCC1Sc1nc(-c2ccccc2)cs1 (centres undefined)	-1.9%	-81%[inhibitor]	6%	-7%
22	CCn1ccc2cc(S(=O)(=O)N3CCCN(C(=O)Nc4ccccc4F)CC3)ccc21	?	5%[10.9 µM]	-6%	-1%
23	COc1ccc(OC)c(CNC(=O)C2COc3ccccc3C2)c1 (centres undefined)	-1.4%	-9%[10.9 µM]	-9%	-9%
24	Cc1ccc(C(N)=O)cc1S(=O)(=O)Nc1cccc(C)c1C	1.5%	-9%	5%	-1%
25	COc1ccc(S(=O)(=O)Nc2cccc(-c3ccc(N4CCCCCC4)nn3)c2)cc1	-0.9%	-12%[10.9 µM]	?	?
26	COC(=O)c1c(C)oc2ccc(N(C(=O)c3ccncc3)S(=O)(=O)c3c(C)cc(C)cc3C)cc12	?	-23%[10.9 µM]	6%	2%
27	Cc1cccc(C)c1NC(=O)CNc1ccccc1	4.2%	-3%	11%	6%
28	CCN(C(=O)COC(=O)c1cc(C)n(-c2ccc(F)cc2)c1C)C1CCS(=O)(=O)C1 (centres undefined)	3.0%	-11%	4%	0%
29	CCOc1ccc(C(C)=O)cc1N1C(=O)C2C3C=CC(C3=C(C)C)C2C1=O (centres undefined)	0.4%	3%	1%	-4%
30	Cc1ccc(Nc2cc(C(=O)NCc3cccs3)c3ccccc3n2)c(C)c1	?	16%[10.9 µM]	7%	-7%
31	Cc1cc(O)c(C)c(O)c1C(=O)O	.	-9%	-4%	-9%
32	Cc1ccc(Cn2c(SCc3ccc(C(=O)NCCc4ccccc4)cc3)nc3ccncc32)cc1	?	-19%[10.9 µM]	-6%	3%
33	CCOC(=O)c1ccc(NC(=O)CSc2nnc(C3CC3)n2C)cc1	.	.	-16%	-13%
34	Cc1ccc(N2CCN(C(=O)C3CCN(S(=O)(=O)c4cccc5nsnc45)CC3)CC2C)cc1 (centres undefined)	-0.3%	-8%	-8%	-7%
35	CCOC(=O)c1c(C)[nH]c(C)c1S(=O)(=O)N(C)CC(=O)Nc1ccc(C)c(N(C)C)c1	0.1%	-10%[10.9 µM]	-5%	-4%
36	Cc1ccc(S(=O)(=O)NCC(c2ccco2)N2CCOCC2)cc1 (centres undefined)	-1.3%	4%[10.9 µM]	-4%	-4%
37	O=c1ccsn1Cc1ccccc1	0.5%	-65%[inhibitor]	9%	-2%
38	O=C(CSc1nc2ccccc2[nH]1)Nc1ccc2c(c1)OCCO2	?	-19%	?	-27%
39	CCOc1cc(C2c3c(oc4ccc(F)cc4c3=O)C(=O)N2Cc2ccc(C)cc2)ccc1O (centres undefined)	3.6%	?	10%	-1%
40	Cc1ccc(-c2nnc(SCc3ccccc3C)o2)cc1	-0.9%	24%[10.9 µM]	12%	-20%

In another format: entries from further up
[23] COc1ccc(OC)c(CNC(=O)C2COc3ccccc3C2)c1 (centres undefined)
[31] Cc1cc(O)c(C)c(O)c1C(=O)O
[18] COc1ccc(-c2cc(C(F)(F)F)nc(SCC(=O)N3CCCCC3)n2)cc1
[8] COc1ccc(C2/C(=C(/O)c3ccccc3)C(=O)C(=O)N2CC(C)O)c(OC)c1 (centres undefined)
[38] O=C(CSc1nc2ccccc2[nH]1)Nc1ccc2c(c1)OCCO2
[2] COCCCn1c(=O)c2sccc2n2c(CCCC(=O)Nc3ccc(F)c(F)c3)nnc12

screen / no.	23	31	18	8	38	2
IkB sig inh	-1.4%	.	-2.7%	-1.9%	?	-4.5%
Peg3 imprint	-9%[10.9 µM]	-9%	-2%[10.9 µM]	-2%	-19%	9%[10.9 µM]
p53ts 39C tox	-9%	-4%	0%	-4%	?	-1%
p53ts 32C tox	-9%	-9%	1%	-10%	-27%	-3%

Carrying on.
no.	SMILES	IkB sig inh	Peg3 imprint	p53ts 39C tox	p53ts 32C tox
41	COc1cc(CCC(=O)NCc2ccc3c(c2)CCN3C(=O)c2ccc(F)cc2)cc(OC)c1OC	?	15%[10.9 µM]	28%	5%
42	COCCCNC(=O)Cn1nnc(-c2ccccc2NC(=O)c2ccccc2F)n1	1.8%	-9%	-8%	-6%
43	S=c1[nH]nc(-c2ccco2)n1-c1cccc2ccccc12	2.8%	-3%	5%	1%
44	Cc1ccc(NC(=O)c2sc3nc(-c4ccncc4)ccc3c2N)cc1	?	-9%[10.9 µM]	-4%	?
45	CC1CCN(S(=O)(=O)N2CCC(C(=O)NCc3cccs3)CC2)CC1	3.0%	-16%	2%	5%
46	CCC(CO)NCc1ccc2c(c1)n(C)c(=O)n2C (centres undefined)	4.8%	7%	0%	4%
47	COc1ccc(-c2cc(C(F)(F)F)n3nc(C(=O)N4CCOCC4)nc3n2)cc1	-0.3%	-1%	-7%	2%
48	C=CCOc1ccccc1C1C2=C(CC(C)(C)CC2=O)Nc2c1c(=O)n(C)c(=O)n2C (centres undefined)	4.6%	-6%	3%	1%
49	Cn1c(=O)c2c(nc(SCCN3CCCCC3)n2C)n(C)c1=O	.	.	1%	5%
50	Cc1ccc(C)c(N2CCN(C3(c4ccccc4)C(=O)c4ccccc4C3=O)CC2)c1	5.6%	7%[10.9 µM]	3%	-4%
51	CCc1nnc(NC(=O)CSc2nc3cccnc3n2C2CCCCC2)s1	-0.3%	-5%	-17%	5%
52	CCN(CC)c1ccc2c(c1)oc(=O)c1c(Cl)cc(=O)oc12	?	-30%	13µM*	13µM*
53	CCc1ccc(NC(=O)CSc2nc3c([nH]c4ccccc43)c(=O)n2C)cc1	?	28%[10.9 µM]	-21%	0%
54	CCOc1ccc(-n2cc(-c3ccccc3)c3c(NC4CCCC4)ncnc32)cc1	-1.5%	-15%[10.9 µM]	3%	21%
55	COC(=O)c1c(-c2cccc(OC)c2)csc1N	0.7%	-10%	-13%	-8%
56	CCCN1CCN(CC2=C(C(=O)OCC)C(c3ccc(OC(C)C)cc3)NC(=O)N2)CC1 (centres undefined)	-1.4%	-6%[10.9 µM]	1%	2%
57	COc1ccc2c(c1)c1c(c(=O)n(-c3ccc(F)c(Cl)c3)c(=O)n1Cc1ccccc1C)n2C	-1.4%	13%[10.9 µM]	10%	-2%
58	CS(=O)(=O)N1CCN(C(=O)c2ccccc2F)CC1	-3.4%	-7%	11%	?
59	CC(C)Cn1cc(NC(=O)N2CCN(c3ccccc3F)CC2)c2ccccc2c1=O	2.3%	12%[10.9 µM]	17%	-13%
60	CC1=C(CC(=O)O)c2cc(F)ccc2/C1=C\c1ccc(S(C)=O)cc1 (centres undefined)	1.3%	-3%	-9%	-9%
61	COc1ccccc1CNC(=O)CN1CCN(Cc2ccc(Cl)cc2)C1=O	2.6%	-12%	-3%	-3%
62	CC(=O)NCCn1c(SCC#N)nc2ccccc2c1=O	0.9%	-7%	1%	6%
63	COC(=O)/C=c1/s/c(=C(\C#N)C(=O)NCc2ccco2)n(-c2ccc(C)cc2)c1=O	8.6%	-9%	-3%	7%
64	CC1CCC(NC(=O)c2ccc3c(c2)N(Cc2ccccc2F)C(=O)c2ccccc2S3=O)CC1 (centres undefined)	?	-13%[10.9 µM]	2%	12%
65	Cc1cc(C)c2c(N)c(C(=O)Nc3ccccc3C(F)(F)F)sc2n1	?	-7%[10.9 µM]	-12%	-5%
66	COc1ccc(C(=O)COC(=O)C(CCCCN2C(=O)C3C4C=CC(C4)C3C2=O)N2C(=O)C3C4C=CC(C4)C3C2=O)cc1 (centres undefined)	.	.	6%	-5%
67	COc1ccccc1N1CCN(c2ncnc3c2c(-c2ccccc2)cn3-c2cccc(Cl)c2)CC1	1.9%	18%[10.9 µM]	-19%	7%
68	Cc1ccc(S(=O)(=O)c2nnn3c2nc(NCc2ccc4c(c2)OCO4)c2sccc23)cc1	-1.7%	-18%[10.9 µM]	-28%	1%
69	Cc1cnc(CNc2ncncc2-c2ccccc2C#N)cn1	0.4%[11.4 µM]	-13%	-2%	3%
70	CN1CCN(CCCNC(=O)C2CCN(c3nnc(-n4cccc4)s3)CC2)CC1	-0.2%	-9%	-15%	-23%
71	Nc1ccc2c(c1)C(=O)N(CCCC(=O)O)C2=O	6.6%	8%	8%	1%
72	CCOc1cc(C)c(C(C)C)cc1S(=O)(=O)N1CCOCC1	-3.7%	-10%	10%	4%
73	CN(C)CCNC(=O)c1ccc2c(c1)N(Cc1ccc(F)cc1)CCS2	-0.2%	-13%	-18%	-7%
74	COc1ccc2cc3cc(C(=O)Nc4ccc5c(c4)OCCO5)oc3nc2c1	0.7%	-16%	-11%	-16%
75	O=C1CN(C(=O)Cc2ccccc2)C(c2ccc(F)cc2)c2cc(Br)ccc2N1 (centres undefined)	?	11%[10.9 µM]	7%	4%
76	Cc1cc(C)c(C)c(S(=O)(=O)NCC(=O)N2CCCC2)c1C	-3.1%	-15%	-3%	4%
77	COc1ccc(NC(=O)Nc2cn(CC(C)C)c(=O)c3ccccc23)c(OC)c1	0.8%	-7%[10.9 µM]	2%	0%
78	Cc1ccc(C)c(N2CCN(C(=O)C3CCN(S(=O)(=O)c4cn(C)cn4)CC3)CC2)c1	?	-5%[10.9 µM]	-14%	-1%
79	CC(=O)NC(CCS(C)(=O)=O)C(=O)Nc1ccc(C)c(F)c1 (centres undefined)	-0.9%	-11%	1%	3%
80	CCc1ccc(N2CSC3=C(C#N)C(c4cccs4)CC(=O)N3C2)cc1 (centres undefined)	?	-24%	-5%	-1%
